Source: PubChem (National Center for Advancing Translational Sciences (NCATS))
Sm TGR inh: S. mansoni TGR enzyme inhibition. Q962Y6. purified TGR, DTNB reduction, TNB absorbance 405 nm. Potency, µM (series often up to 114 µM), inactives show top-dose activity change, negative = inhibition, actives largely listed as inhibitors. 3% of 360,000 active. AID 485364; further: potency means the concentration at half of the fitted maximal effect; nearly all actives have a fitted effect of over 60% in size
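Kinetic colorimetric format: TGR-catalysed, NADPH-driven DTNB reduction monitored via TNB absorbance. Enzyme dispensed at 20 nM; compound exposure 15 min at room temperature before reaction start.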
HCMV inh: inhibitors of human cytomegalovirus. HFF cells, HCMV-luciferase reporter, 72 h; stronger effect = lower value. 4.5% of 410,000 active. activity change, negative = inhibition, % at 57.5 µM; in the data active means activity change below about -60%; inconclusive means no clear call, values can overlap the other calls; inactive means above about -39%
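Luciferase read-out from HCMV-luciferase-infected HFFs (MOI 1 PFU/cell) 72 h post infection at 37C; compounds added after 16 h cell attachment; activity normalized between buffer-only basal and Salinomycin (10uM) inhibitor controls.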
Tb PYK inh: blocks Trypanosoma brucei pyruvate kinase. Q57TT1. TbPYK enzyme, Kinase-Glo Plus ATP luminescence, 45 min. 0.12% of 410,000 active. Potency, µM (highest dose often 76.8 µM), for the others: at the top dose activity, negative = inhibition, usual class: inhibitors; further: potency means the concentration at half of the fitted maximal effect; nearly all actives have a fitted effect of over 50% in size
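Assay buffer: 50 mM TEA pH 7.2, 100 mM KCl, 10 mM MgCl2, 0.05% BSA, 0.01% Tween-20. Pyruvate kinase from T. brucei plus substrate met compound, then ADP (130 uM final). Luminescence was read post 45 min RT.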
AmpC inh detg: inhibitors of E. coli AmpC beta-lactamase with detergent | AmpC hydrolysis of nitrocefin, absorbance 480 nm, 0.01% Triton | 0.041% of 370,000 active | Potency, µM (top dose mostly 114 µM), for inactives: at the highest dose activity change, negative = inhibition, actives largely listed as inhibitors | P00811;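 further: potency means the concentration at half of the fitted maximal effect; 0% = no-compound wells and -100% = no-enzyme wells; nearly all actives have a fitted effect of over 25% in size; some results filed as inactive show a strong effect at the top dose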
Target sequence (P00811 whole entry, looked up): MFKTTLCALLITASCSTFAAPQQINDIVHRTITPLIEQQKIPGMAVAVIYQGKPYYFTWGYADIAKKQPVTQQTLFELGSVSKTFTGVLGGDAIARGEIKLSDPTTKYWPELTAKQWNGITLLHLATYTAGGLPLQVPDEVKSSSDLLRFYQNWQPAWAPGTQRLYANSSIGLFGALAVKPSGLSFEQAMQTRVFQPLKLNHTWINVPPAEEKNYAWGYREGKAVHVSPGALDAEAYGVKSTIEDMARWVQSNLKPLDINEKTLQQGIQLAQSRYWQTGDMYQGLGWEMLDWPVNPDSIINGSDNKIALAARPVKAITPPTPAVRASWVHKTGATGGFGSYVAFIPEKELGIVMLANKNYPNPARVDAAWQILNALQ
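20 mM phosphate pH 7.0 + 0.01% (detergent screen) or 0.0001% Triton X-100; 5.3 nM AmpC reagent; cpd preinc 15 min RT; nitrocefin (800 uM stock) to start; A480 q20 s × 4 min; Activity was normalised to no-enzyme and no-compound control wells.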
AMA1 RON2 block: AMA1-RON2 (P. falciparum) interaction inhibition; AlphaScreen AMA1-biotinylated RON2 peptide binding; Potency, µM (doses to about 58.2 µM), for inactives: at the highest dose activity change, negative = inhibition, actives largely listed as inhibitors; 0.2% of 360,000 active; AID 720542;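 further: potency means the concentration at half of the fitted maximal effect; 0% = vehicle wells and -100% = peptide control; nearly all actives have a fitted effect of over 45% in size; some results filed as inactive show a strong effect at the top dose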
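AMA1 (3D7) with his tag at 25 nM final met compounds first, then biotinylated RON2 peptide at 25 nM; detection used donor plus acceptor beads, 10 µg/mL apiece, read by AlphaScreen after 30 min at room temperature.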
AmpC inh no detg: inhibitors of E. coli AmpC beta-lactamase without detergent; 0.52% of 330,000 active; Potency, µM (highest dose often 57.1 µM), for the others: top-dose activity change, negative = inhibition, usual class: inhibitors; AmpC nitrocefin hydrolysis, absorbance 480 nm, 0.0001% Triton; AID 485341;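 further: potency means the concentration at half of the fitted maximal effect; plate controls were no compound for no effect and no enzyme for full effect; nearly all actives have a fitted effect of over 20% in size; some results filed as inactive show a strong effect at the top dose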
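20 mM phosphate pH 7.0 + 0.01% (detergent screen) or 0.0001% Triton X-100; 5.3 nM AmpC reagent; cpd preinc 15 min RT; nitrocefin (800 uM stock) to start; A480 q20 s × 4 min; Activity was normalised to no-enzyme and no-compound control wells.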
LmPK inh: inhibitors of Leishmania mexicana pyruvate kinase; AID 1721; purified LmPK, Kinase-Glo ATP luminescence, 1 h; 0.37% of 290,000 active; Potency, µM (series often up to 57.5 µM), without a hit: top-dose activity change, negative = inhibition, actives largely listed as inhibitors; further: potency means the concentration at half of the fitted maximal effect
Target sequence (Q27686 whole entry, looked up): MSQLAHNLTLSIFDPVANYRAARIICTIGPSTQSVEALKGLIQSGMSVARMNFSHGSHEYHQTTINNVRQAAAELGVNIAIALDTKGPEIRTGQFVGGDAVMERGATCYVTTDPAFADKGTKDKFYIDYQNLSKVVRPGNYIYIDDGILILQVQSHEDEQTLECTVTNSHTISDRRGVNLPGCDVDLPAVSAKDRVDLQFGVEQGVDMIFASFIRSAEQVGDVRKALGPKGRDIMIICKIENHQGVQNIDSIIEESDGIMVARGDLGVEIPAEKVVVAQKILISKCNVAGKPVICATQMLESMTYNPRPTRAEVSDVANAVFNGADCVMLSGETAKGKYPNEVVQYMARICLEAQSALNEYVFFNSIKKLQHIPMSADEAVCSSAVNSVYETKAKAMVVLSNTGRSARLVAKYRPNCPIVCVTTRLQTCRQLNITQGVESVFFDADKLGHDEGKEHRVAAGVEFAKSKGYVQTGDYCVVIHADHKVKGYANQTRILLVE
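Purified LmPK (0.1 nM) with 0.5 mM PEP and 0.1 mM ADP in imidazole buffer pH 7.2 with MgCl2/KCl, 1 h at room temperature. ATP formed was read by luciferase luminescence and normalized to no-enzyme and uninhibited controls.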
* marks the source's active call; other numbers are inactive results; ? = inconclusive; / = no result given; [ ] = another dose, or the depositor's remark. Unless noted, the call rests on the fitted dose curve; in most records, active means well fitted curve in the direction sought with a large enough effect; inconclusive means small, poorly fitted or top-dose-only effect, or another doubt; inactive means no such curve, though single readings can be large; an effect the other way counts as inactive or inconclusive. Unless noted, on the % scale 0 is the no-effect control and ±100 the full control effect.

mol	Sm TGR inh	HCMV inh	Tb PYK inh	AmpC inh detg	AMA1 RON2 block	AmpC inh no detg	LmPK inh
Cc1sc2ncnc(N3CCC(C(=O)NNC(=O)COc4ccc(Br)cc4)CC3)c2c1C	5%	?	-1%	-1%	73%[activator]	57%	/
CCOC(=O)c1cnc2nc(C(F)(F)F)[nH]n2c1=O	-11%	-3	-3%	-7%	-5%	67%[activator]	-5%
Cc1nn(C(C)CC(=O)O)c(C)c1Br (stereo not drawn)	-24%	37	-4%	?	?	-20%	-12%
CNC(=O)NC(=O)CSc1nnc(-c2ccc(F)cc2)n1CC1CCCO1 (stereo not drawn)	7%	-28	0%	8%	16%	2%	1%
c1cncc(-c2nc3cc4ccccc4cc3[nH]2)c1	-13%	171	-3%	-7%	1%	-13%	?
C=CCc1cccc(/C=N/c2ncccc2O)c1O	28µM*	-23	-20%	?	1%	-27%	-3%
CCN(CC)C(=O)[C@H]1C[C@H](CC(=O)NC/C=C(\C)CCC=C(C)C)C(=O)N2CCc3c([nH]c4cc(CCC(=O)N(C)C)ccc34)[C@]12C	/	/	1%	/	-10%	191%[activator]	/
O=C(c1ccco1)N1CCN(S(=O)(=O)c2ccc(F)cc2)CC1	24%	0	11%	-12%	-7%	-10%	-2%
O=C(NNC(=S)NCc1ccccc1)c1ccc2c(c1)OCO2	-6%	-65*	-12%	?	61%[activator][11.6 µM]	-12%	1%
Cc1cc(C(F)F)nn1CC(=O)NCc1ccc(Cl)cc1Cl	0%	20	-5%	-9%	?	-9%	1%
C=CCOc1cccc(C2/C(=C(/O)c3ccccc3)C(=O)C(=O)N2CCN2CCOCC2)c1 (stereo not drawn)	?	41	-3%	0%	10%	19%	0%
Oc1ccccc1/C=N/NP(=S)(c1ccccc1)c1ccccc1	3%	-25	-3%	-13%	32%[activator]	-15%	-1%
CCn1c(-c2cc(-c3cccc(OC)c3)nc3ccccc23)n[nH]c1=S	0%	2	?	4%	35%[activator]	-36%	-22%
Cc1ccc2cc(NC(=O)C3(C)CCN3C(C)C)ccc2n1 (stereo not drawn)	/	-7	2%	/	14%	/	/
O=C(COc1ccc([N+](=O)[O-])cc1)Nc1ccc(N2CCN(C(=O)c3ccco3)CC2)cc1	35µM*	?	3%	-4%	0%	-12%	-11%
Cc1n[nH]c(C)c1CCN(C)Cc1cn(C)nc1-c1ccccc1F	-9%	52	1%	-3%	-9%	-2%	4%
Cc1cc(N/N=C/c2c(O)ccc3ccccc23)nc(-c2ccccc2O)n1	0%	-9	3%	-20%	51%[activator]	-51%	1%
Cc1ccccc1-c1nc2sc3c(c2c(=O)n1N)CCCC3	1%	-30	9%	?	-1%	-2%	6%
Cc1ccc(C=NNc2nc3c([nH]2)c(=O)n(C)c(=O)n3C)cc1	/	15	-1%	/	83%[activator]	/	/
O=c1cc(CO)[nH]nc1CO	/	-27	-9%	/	63%[activator]	/	/
CCCCc1c(O)nc(SCC(=O)N2CCOCC2)n(-c2ccccc2OC)c1=O	25%	9	-9%	-1%	2%	-9%	-3%
Cc1sc2nc(-c3ccccc3)oc(=O)c2c1C	1%	-1	-9%	-2%	-6%	-28%	0%
C=CCn1c(SCC(=O)c2c(N)n(C)c(=O)n(C)c2=O)nnc1-c1ccoc1C	/	-17	-1%	/	-6%	-11%	/
O=C(NCCOCCn1c(=O)oc2ccccc21)Nc1ccc(Cl)cc1	0%	2	0%	16%	/	/	/
C=CCNC(=O)C1CC2Cn3c(nc4ccccc43)C2N1C (stereo not drawn)	?	24	0%	5%	-3%	-14%	-2%
COCCNC(=O)CN(Cc1ccc2c(c1)OCO2)C(=O)CCC(=O)Nc1nccs1	-16%	-11	-12%	0%	-1%	-5%	4%
CC(C)(C)c1ccc(OCCC(=O)OCC(=O)Nc2cccnc2Cl)cc1	-29%	-20	2%	-3%	-22%	-2%	/
O=C(NCc1cccs1)c1ccc2c(c1)OCCO2	1%	77	1%	?	-6%	-5%	-6%
CCOc1ccc(S(=O)(=O)N2CCN(C(=O)CN3C(=O)NC4(CCCC4)C3=O)CC2)cc1	4%	-12	-3%	?	7%	2%	/
CCN(CC)CCN=Cc1c(O)n(Cc2ccco2)c(=O)[nH]c1=O	-24%	-3	-2%	-5%	53%[activator]	-18%	2%
Cc1cc(C(=O)OCC(=O)Nc2ccccc2C#N)c(C)o1	-11%	-8	-5%	-7%	-2%	-12%	/
Cc1cc(=O)[nH]c(SCC(=O)N2CCc3ccccc3C2)n1	8%	35	-2%	2%	-3%	-17%	?
CC(C)c1ccc(S(=O)(=O)c2cn(CC(=O)Nc3ccc(F)cc3)c3ccccc3c2=O)cc1	-1%	-107*	7%	2%	/	/	/
COc1ccc2c(Cl)c(C(=O)N/N=C3\CCCC(=O)C3)sc2c1	-19%	-12	2%	-7%	29%	30%	2%
CCn1c(SCC(=O)Nc2cc(OC)c(OC)c(OC)c2)nnc1-c1cccs1	-7%	?	-6%	-10%	1%	14%	-3%
Fc1ccccc1COc1ccc(Br)cc1CNCc1cccnc1	8%	-4	6%	-5%	16%	29%	-1%
COC(=O)C1CCN(c2nc3ccccc3nc2C(C#N)C(=O)OCC(C)C)CC1 (stereo not drawn)	0%	24	5%	-14%	2%	-5%	4%
CCOc1ccc(CCN2CN(CC)CNC2=S)cc1OCC	-1%	-8	-4%	?	0%	-7%	-1%
COc1ccc(Cc2nnc(N/N=C/c3ccc(O)cc3)[nH]c2=O)cc1OC	-9%	-100*	0%	-2%	?	-36%	-1%
COc1ccc(-c2cc(-c3ccccc3)c(C#N)c(SCC(=O)O)n2)cc1	/	?	4%	/	-10%	/	/

Three records picked at random from those above, as already listed:
mol	Sm TGR inh	HCMV inh	Tb PYK inh	AmpC inh detg	AMA1 RON2 block	AmpC inh no detg	LmPK inh
CC(C)c1ccc(S(=O)(=O)c2cn(CC(=O)Nc3ccc(F)cc3)c3ccccc3c2=O)cc1	-1%	-107*	7%	2%	/	/	/
COC(=O)C1CCN(c2nc3ccccc3nc2C(C#N)C(=O)OCC(C)C)CC1 (stereo not drawn)	0%	24	5%	-14%	2%	-5%	4%
COc1ccc(Cc2nnc(N/N=C/c3ccc(O)cc3)[nH]c2=O)cc1OC	-9%	-100*	0%	-2%	?	-36%	-1%

Next section.
mol	Sm TGR inh	HCMV inh	Tb PYK inh	AmpC inh detg	AMA1 RON2 block	AmpC inh no detg	LmPK inh
Nc1ccc2cn[nH]c2c1	25%	68	-4%	6%	-1%	-26%	9%
CC(Oc1ccc(Cl)cc1Cl)C(=O)OCC(=O)c1c(N)n(C)c(=O)n(C)c1=O (stereo not drawn)	-1%	14	-7%	1%	17%	-19%	/
CC(C)Cn1c([N+](=O)[O-])nc2c1c(=O)[nH]c(=O)n2C	22µM*	-103*	0%	-1%	2%	2%	0%
N#Cc1cnn(-c2nc(SCc3ccccc3)nc3sc4c(c23)CCCC4)c1N	-22%	-101*	5%	5%	-11%	-39%	15%
O=C(COC(=O)c1ccc(Br)o1)NCc1ccc(Cl)cc1	/	-19	3%	/	-5%	-5%	/
CC(=O)N1CCN(CCS(=O)(=O)c2cc(Cl)ccc2Cl)CC1	/	-15	0%	/	9%	-2%	/
Cc1ccc(Cl)cc1N1CCN(S(=O)(=O)c2ccc3oc(=O)c4ncn(C)c4c3c2)CC1	25%	11	-11%	9%	/	/	/
CCOC(=O)Cn1c(=O)c(-c2ccccc2N)nc2ccccc21	12%	19	7%	5%	0%	-18%	8%
O=c1c2ccccc2nnn1-c1ccc(Br)cc1	-1%	6	0%	0%	-7%	-5%	4%
Cc1ccc2nc(Cl)c(CNCc3ccccc3)cc2c1	-6%	0	1%	-6%	-11%	96%[activator]	-3%
COc1ccc(C(O)c2nc(-c3ccccc3C)cs2)cc1 (stereo not drawn)	/	17	-3%	/	10%	/	/
COc1ccc(C=O)c(-c2c(-c3ccccc3OC)sc3ccccc23)c1	/	21	4%	/	-16%	/	/
Cc1cc(=O)[nH]c(NN=C2CCCCC2C)n1 (stereo not drawn)	/	-15	-5%	/	25%	/	/
COc1cc(OC)cc(-c2c(-c3ccc(C(C)=O)cc3)c3cc(-c4cccc5[nH]ccc45)ccc3n2C)c1	/	-18	-13%	/	-5%	-25%	/
Cc1ccc(C(=O)NCC(=O)N/N=C/c2sccc2C)cc1[N+](=O)[O-]	22%	?	-2%	6%	-4%	-23%	1%
Cc1ccc(C)c(N2CCN(C(=O)c3ccc(Cn4c(=S)[nH]c5ccc(N6CCOCC6)cc5c4=O)cc3)CC2)c1	-23%	86	-3%	-2%	37%[activator]	-27%	-2%
CCC(C(=O)OC)n1cnc2c(nnn2-c2ccc(OC)cc2)c1=O (stereo not drawn)	-34%	-10	3%	-13%	-13%	-11%	-8%
CCOC(=O)c1cc(-c2ccc(F)cc2)n(CC(=O)N2CCCC2)c1C	-18%	9	0%	1%	-3%	93%[activator]	5%
c1ccc2oc(NC3=NCN(CC4CCCO4)CN3)nc2c1 (stereo not drawn)	-1%	101	-2%	1%	28%	-13%	-8%
Cc1ccc(C(=O)NCC(C)(C)N2CCOCC2)s1	0%	54	1%	1%	3%	-8%	-4%
COC(=O)c1ccc(Oc2coc3cc(OCc4ccc([N+](=O)[O-])cc4)ccc3c2=O)cc1	3%	-33	-10%	-14%	6%	?	-5%
CC(OC(=O)c1ccccc1NCCO)C(=O)NCC(=O)Nc1ccc(F)c(F)c1F (stereo not drawn)	9%	-9	4%	5%	5%	37%	-9%
Cc1ccc(OCC(=O)NCc2cccs2)c([N+](=O)[O-])n1	23%	21	3%	-2%	-1%	-6%	2%
COc1ccc(C(N)c2nccc3cc(OC)c(OC)cc23)cc1OC (stereo not drawn)	-27%	/	9%	-13%	-4%	36%	5%
CN1CCN(C(=O)c2ccc(-c3ccc(Br)cc3)o2)CC1	/	105	-3%	/	-6%[11.6 µM]	111%[activator]	/
COc1ccc(CNCc2cc3c(cc2[N+](=O)[O-])OCO3)cc1	-28%	87	2%	3%	-29%	-20%	1%
Cc1ccc(-n2c(C)c3c(C)nnc(C)c3c2C)cc1C	2%	-28	-4%	0%	0%	86%[activator]	1%
